H1N1 NS1A inhibition = H1N1 influenza NS1A inhibitors, functional cell based assay (AID 504329); NS1A functional cell-based assay, percent inhibition; higher % means a stronger effect; one-dose inhibition, % at 12.5 µM; IC50 in µM for titrated hits; 340,000 tested, 0.3% active; in the data active = a potency from the dose series; inconclusive = inhibition above about 27% without an active follow-up result; note: strong numbers were not always called active
VEEV TC-83 Vero = inhibitors of VEEV TC-83 cytopathic effect, confirmation, Vero cells (AID 588727) | 350,000 tested, 0.13% active | Vero cells, VEEV TC-83 cytopathic effect inhibition; higher % means a stronger effect | inhibition, % at 20 µM; hits with a dose series show IC50 in µM; in the data active = a potency from the dose series; inconclusive = inhibition mostly from about 14% at the one dose, without a potency; inactive = the rest, 99 in 100 with inhibition below about 12%; note: strong numbers were not always called active
tuberculosis growth = growth inhibition of non-replicating M. tuberculosis (AID 488890); one-dose inhibition, % at 25 µM; IC50 in µM for titrated hits; Mycobacterium tuberculosis non-replicating, growth inhibition; higher % means a stronger effect; 320,000 tested, 0.39% active; in the data active = a potency from the dose series; inconclusive = inhibition mostly from about 82% at the one dose, without a potency; inactive = the rest, 99 in 100 with inhibition below about 76%;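 note: plate controls were DMSO cells for no effect and high antibiotic wells for full effect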
PhoP GFP inhibition = PhoP regulon inhibitors, Salmonella typhi PhoP promoter GFP reporter, confirmatory (AID 1850); 310,000 tested, 0.33% active; one-dose inhibition, % at 50 µM; IC50 in µM for titrated hits; Salmonella Typhi PhoP-promoter GFP reporter, fluorescence, 4 h; higher % means a stronger effect; in the data active = a potency from the dose series; inconclusive = inhibition mostly from about 25% at the one dose, without a potency; inactive = the rest, 99 in 100 with inhibition below about 19%;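 note: 0% = induced wells with vehicle and 100% = uninduced wells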
H37Rv inhibition = M. tuberculosis growth inhibition, HTS (AID 449762) | 330,000 tested, 0.59% active | inhibition, % at 25 µM, or IC50 in µM where a hit was titrated | M. tuberculosis H37Rv growth inhibition, 7H9 media; higher % means a stronger effect; in the data active = a potency from the dose series; inconclusive = inhibition above about 70% without an active follow-up result;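 note: bacterial growth assessed after seven days of incubation; strong numbers were not always called active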
VEEV TC-83 Vero 10K pilot screen = also measured in VEEV TC-83 Vero; calls as there; inhibition, %; measured here: 10K pilot screen inhibition
Starred values were filed as active, the others as inactive; i = inactive; ? = inconclusive; · = no result given. Compounds were not picked by outcome; overall some 1.4% were active at least once.

SMILES	H1N1 NS1A inhibition	VEEV TC-83 Vero	tuberculosis growth	PhoP GFP inhibition	H37Rv inhibition	others
COc1cccc(CC(=O)OC(C)C(=O)Nc2ccc(Cl)cn2)c1 (stereo not given)	2%	1.3%	25%	-4%	1%
O=C1CC(N2CC=C(c3ccccc3)CC2)C(=O)N1c1ccc(F)cc1 (stereo not given)	2%	0.5%	60%	-5%	-9%
CCOc1cc([N+](=O)[O-])cc(/C=N/NC(=O)c2c(-c3ccccc3)noc2C)c1O	-6%	12%	68%	-7%	3%
C[C@H](CO)N1C[C@H](C)[C@@H](CN(C)S(=O)(=O)c2cn(C)cn2)Oc2c(NS(=O)(=O)c3ccccc3)cccc2C1=O	-11%	0.1%	-3%	·	6%
Cc1ccc2occ(/C=N/NC(=O)c3ccccc3O)c(=O)c2c1	-12%	13%	20%	-4%	-9%
COc1cccc(N2CCN(Cc3nc4ccccc4c(=O)[nH]3)CC2)c1	-6%	0.5%	-1%	-1%	9%
O=[N+]([O-])c1ccccc1N/N=C/c1cc2ccccc2nc1Cl	16%	5.7%	-2%	0%	0%
C=CCN=C(CC)C1=C(O)CCCC1=O	-1%	1.0%	9%	-11%	3%
O=C1CCN(Cc2ccc([N+](=O)[O-])cc2)CCN1CCO	1%	0.4%	-8%	-17%	1%
COCCn1c(=S)[nH]c2cc(C(=O)NCCCN3CCOCC3)ccc2c1=O	1%	0.4%	-15%	-2%	0%
O=C(CN(C(=O)c1csnn1)c1cccc(F)c1)NCc1ccc2c(c1)OCO2	1%	i	-24%	-6%	0%
CCOC(=O)c1sc(=NC(=O)C2CC2)n(C)c1C	-3%	i	-19%	-20%	-1%
CCOC(=O)c1ccc(N2C(=O)C(O)=C(C(C)=O)C2c2ccccc2)cc1 (stereo not given)	-4%	1.5%	26%	2%	43%
CCOC(=O)C1CCN(c2ccc([N+](=O)[O-])cc2)CC1	-16%	i	?	-3%	-5%
CC1OC(OC2C(Oc3c(-c4ccc(O)cc4)oc4cc(O)cc(O)c4c3=O)OC(COC3O[C@@H](C)[C@H](O)[C@@H](O)C3O)C(O)C2O)C(O)C(O)C1O (stereo not given in full)	-8%	0.2%	-21%	12%	-12%
Cc1cc(OCCn2cnc3ccccc3c2=O)ccc1[N+](=O)[O-]	3%	1.0%	5%	-1%	8%
CCOC(=O)C1=C(C)N(C)C(C)=C(C(=O)OCC)C1c1ccsc1	5%	6.8%	-7%	7%	1%
Fc1cccc(CSc2ccc3nnc(-c4cccnc4)n3n2)c1	12%	5.6%	8%	15%	-3%
Cc1ccc(C(=O)c2ccccc2C(=O)OCC(=O)NC(=O)NC(C)(C)C)cc1	0%	1.0%	25%	5%	13%
COC(=O)c1cc(OC)c(OC)cc1NC(=S)N1CCOCC1	1%	1.0%	·	·	·
O=C(N[C@@H](Cc1ccccc1)C(=O)O)c1c(F)c(F)c(F)c(F)c1F	5%	4.1%	5%	11%	-13%
COCCn1cnc2cc(C)c(C)cc21	-8%	1.1%	3%	2%	-3%
O=C(CCN1CCN(c2ccccc2)CC1)N/N=C/c1ccc(O)c(O)c1O	13%	i	·	·	·	VEEV TC-83 Vero 10K pilot screen=0.0
COC(=O)c1ccccc1NC(=O)C1CCCN(S(=O)(=O)c2ccc(OC)cc2)C1 (stereo not given)	-4%	9.4%	6%	-5%	-4%
COc1ccc(S(=O)(=O)N(C)CC(=O)N2CCN(C)CC2)cc1Cl	-5%	0.9%	-3%	-15%	1%

14 entries out of the list, sorted by length of the SMILES, lowest first.
SMILES	H1N1 NS1A inhibition	VEEV TC-83 Vero	tuberculosis growth	PhoP GFP inhibition	H37Rv inhibition	others
C=CCN=C(CC)C1=C(O)CCCC1=O	-1%	1.0%	9%	-11%	3%
CCOC(=O)c1sc(=NC(=O)C2CC2)n(C)c1C	-3%	i	-19%	-20%	-1%
Fc1cccc(CSc2ccc3nnc(-c4cccnc4)n3n2)c1	12%	5.6%	8%	15%	-3%
CCOC(=O)C1CCN(c2ccc([N+](=O)[O-])cc2)CC1	-16%	i	?	-3%	-5%
COc1cccc(CC(=O)OC(C)C(=O)Nc2ccc(Cl)cn2)c1 (stereo not given)	2%	1.3%	25%	-4%	1%
Cc1cc(OCCn2cnc3ccccc3c2=O)ccc1[N+](=O)[O-]	3%	1.0%	5%	-1%	8%
CCOC(=O)C1=C(C)N(C)C(C)=C(C(=O)OCC)C1c1ccsc1	5%	6.8%	-7%	7%	1%
O=C1CC(N2CC=C(c3ccccc3)CC2)C(=O)N1c1ccc(F)cc1 (stereo not given)	2%	0.5%	60%	-5%	-9%
COCCn1c(=S)[nH]c2cc(C(=O)NCCCN3CCOCC3)ccc2c1=O	1%	0.4%	-15%	-2%	0%
O=C(CN(C(=O)c1csnn1)c1cccc(F)c1)NCc1ccc2c(c1)OCO2	1%	i	-24%	-6%	0%
O=C(N[C@@H](Cc1ccccc1)C(=O)O)c1c(F)c(F)c(F)c(F)c1F	5%	4.1%	5%	11%	-13%
Cc1ccc(C(=O)c2ccccc2C(=O)OCC(=O)NC(=O)NC(C)(C)C)cc1	0%	1.0%	25%	5%	13%
CCOc1cc([N+](=O)[O-])cc(/C=N/NC(=O)c2c(-c3ccccc3)noc2C)c1O	-6%	12%	68%	-7%	3%
C[C@H](CO)N1C[C@H](C)[C@@H](CN(C)S(=O)(=O)c2cn(C)cn2)Oc2c(NS(=O)(=O)c3ccccc3)cccc2C1=O	-11%	0.1%	-3%	·	6%

The listing continues:
SMILES	H1N1 NS1A inhibition	VEEV TC-83 Vero	tuberculosis growth	PhoP GFP inhibition	H37Rv inhibition	others
CC(=O)Nc1ccc(S(=O)(=O)NNc2cccc(C)c2)cc1	6%	1.9%	-2%	39µM*	-9%
COc1cc(CN2CCCCCC2)cc(Br)c1O	0%	1.5%	0%	-6%	6%
COc1ccc(N2C(=O)/C(=C\c3ccco3)N=C2SCC(=O)NC(C)(C)C)cc1Cl	2%	i	7%	-5%	-2%
O=C1C=C(O)C(n2cncn2)C(c2ccc(F)cc2)C1 (stereo not given)	-1%	0.3%	-5%	-3%	16%
O=C(NC(=S)NCCc1ccccc1)C1CCCCC1	-3%	i	1%	12%	-3%
O=c1ccccn1Cc1c(F)cccc1Cl	-1%	i	-7%	-6%	-7%	VEEV TC-83 Vero 10K pilot screen=0.5
NC(=O)CSc1ccc(S(=O)(=O)N2CCCCC2)cn1	0%	7.2%	10%	·	6%
CCOC(=O)N1CCC(Nc2c(Nc3ccc(C)c(C)c3)c(=O)c2=O)CC1	3%	i	11%	0%	3%
COC(=O)CCNS(=O)(=O)c1ccc2ccccc2c1	-9%	i	10%	-2%	3%
CCOc1cc(C(C(=O)NCC2CCCO2)N(C(=O)Cn2nnc3ccccc32)c2ccccc2OC)ccc1O (stereo not given)	-9%	2.0%	1%	-10%	6%
CC(C)(C)NCC(O)COc1ccccc1C(=O)CCc1ccccc1 (stereo not given)	-15%	i	25%	-5%	1%
Cc1cc(C(=O)N2CCC(Cc3ccccc3)CC2)no1	-3%	1.9%	49%	-8%	-26%
O=C(Nc1ccccc1)/C(=C\c1ccccc1)NC(=O)c1ccco1	·	0.0%	52%	-3%	-5%
CCN(CCc1ccccc1)c1ccc2c(c1)C1CC2CCN1C(=O)OCc1ccccc1 (stereo not given)	-1%	i	·	·	·
CCCCN(C(=O)c1ccc(-n2nc(C)cc2C)cc1)c1c(N)n(CCC)c(=O)[nH]c1=O	-6%	1.5%	·	·	·
CC1(C)CC(=O)C(C=NCCN2CCN(C3CC(=O)N(c4ccc(Br)cc4)C3=O)CC2)=C(O)C1 (stereo not given)	·	1.3%	25%	2%	-5%
O=C(CNC(=O)c1ccccc1F)OCn1nnc2ccccc2c1=O	-6%	1.0%	-12%	·	-6%
CS(=O)(=O)N(Cc1ccc(F)cc1)Cc1nc2ccccc2c(=O)[nH]1	5%	i	8%	1%	1%
NS(=O)(=O)c1ccc(CCNc2ccnc3cc(Cl)ccc23)cc1	-3%	0.8%	9%	-2%	-11%
COc1ccc(C(C(=O)NC2CCCC2)N(Cc2ccco2)C(=O)c2snc(C(N)=O)c2N)cc1OC (stereo not given)	-1%	1.6%	-6%	2%	3%
CCN1/C(=C/C=C/c2sc3ccccc3[n+]2CC)Sc2ccccc21	9.7µM*	i	74%	?	?
CCOC(=O)c1c(C)[nH]c(C)c1C(=O)COC(=O)Cc1n[nH]c(=O)c2ccccc12	-1%	0.7%	61%	·	7%
COC(=O)c1ccc(/C=N/NC(=O)CC(=O)NC(C)C)cc1	-21%	0.7%	-8%	6%	4%
O=C(OCc1ccc(Cl)cc1)c1ccccc1C(=O)c1ccccc1	-2%	i	31%	-8%	6%
COc1ccccc1NCN1C(=O)CCC1=O	8%	1.5%	·	3%	0%

(list continues)
SMILES	H1N1 NS1A inhibition	VEEV TC-83 Vero	tuberculosis growth	PhoP GFP inhibition	H37Rv inhibition	others
O=C(CSc1nc2[nH]ncc2c(=O)[nH]1)Nc1cccc(Cl)c1	-3%	0.1%	12%	4%	-5%
O=c1[nH]c(=O)n(Cc2ccccc2Cl)c(O)c1C=Nc1ccc(F)cc1	6%	i	-2%	-9%	9%
CSc1ccc(-c2cccc([N+](=O)[O-])c2)nn1	-7%	0.1%	-5%	14%	0%
O=C(O)c1cccc(CSc2nnc(COc3ccccc3)o2)c1	-3%	0.7%	3%	13%	-2%
CC1CCC(C)(NS(=O)(=O)OCC(Cl)(Cl)Cl)CC1 (stereo not given)	-18%	i	15%	-25%	1%	VEEV TC-83 Vero 10K pilot screen=1.3
Cc1cc(C)cc(NCc2cc(=O)oc3cc(-c4ccccc4)c(O)cc23)c1	-8%	3.0%	-8%	-14%	6%
Cc1nc(NC(=O)/C=C/c2ccccc2)sc1C(=O)Nc1ccccc1	19%	5.8%	-4%	-8%	-6%
COc1ccccc1CNC(=O)COC(=O)c1cccc(S(=O)(=O)N2CCOCC2)c1	-8%	2.4%	-7%	9%	16%
Cc1ccc(NCc2nc(SCC(=O)Nc3ccccc3)n[nH]2)cc1	-2%	0.1%	76%	-5%	-3%
O=C(O)CCSc1nc2ccccc2n1CCOc1ccccc1	-5%	0.7%	-10%	-10%	-3%
CC(=O)Nc1ccccc1Sc1ccc2c3c(cccc13)C(=O)N(c1ccc(C)cc1)C2=O	-1%	0.7%	-11%	-21%	-3%
CCN(CC)C(=S)NCCc1ccccc1	5%	2.9%	10%	-4%	5%
CC1CCN(C(=S)NC(=O)c2ccc(C(C)(C)C)cc2)CC1	-7%	2.2%	·	·	·
CC12CC(NC(=O)N1c1cccc(C(=O)NCc3ccccc3)c1)c1ccccc1O2 (stereo not given)	·	·	-11%	-3%	-3%
O=C(c1ccco1)N1CCN(C(=O)c2cc3cc([N+](=O)[O-])ccc3oc2=O)CC1	2%	i	-8%	-46%	7%
O=C(NCCN1CCOCC1)C1CC(=O)N(c2ccc(F)cc2)C1 (stereo not given)	7%	2.4%	-1%	15%	1%
CCOC(=O)[C@@H]1[C@H]2COc3ccc(Br)cc3[C@@H]2N2C(=O)N(c3ccccc3)C(=O)[C@@]12C	4%	i	16%	-3%	-4%	VEEV TC-83 Vero 10K pilot screen=0.0
CCc1nnc(NC(=O)CSc2nnc(C3CCCCC3)n2-c2ccccc2)s1	5%	2.0%	56%	-1%	-7%
Cc1ccccc1N1CCN(C2CCCN(C(=O)CCn3cnnn3)C2)CC1 (stereo not given)	2%	1.9%	8%	-4%	-22%
O=C(CCCOC(=O)c1ccc(O)cc1O)c1ccc(F)cc1	-8%	7.1%	-15%	2%	3%
CCc1ccccc1NS(=O)(=O)c1cc2c3c(c1)CCN3C(=O)CC2	-7%	5.5%	·	·	·
NC(=O)c1cc(S(=O)(=O)NCCCc2ccccc2)cs1	-17%	0.4%	1%	-5%	-1%
CC[n+]1c(C)sc2c3ccsc3ccc21	3%	0.6%	0%	-8%	-1%
CN(CC(=O)N1CCN(c2cccc(Cl)c2)CC1)S(=O)(=O)c1cccs1	-3%	0.7%	20%	3%	-10%
CCOC(=O)C1CCN(C(=O)COc2ccc(S(=O)(=O)NC(C)(C)C)cc2)CC1	16%	1.4%	-3%	-8%	-5%
O=C(NCC(=O)N1CCCC(C(F)(F)F)C1)c1ccc(Oc2ccccc2)cc1 (stereo not given)	-7%	1.2%	10%	-6%	7%
Cc1ccc(NS(=O)(=O)c2ccc(C(=O)N3CCCCCC3)cc2)cc1	-9%	i	23%	·	23%
CCOC(=O)CC(NC(=O)c1cc2cc(Br)ccc2oc1=O)c1cccc([N+](=O)[O-])c1 (stereo not given)	-8%	5.5%	1%	-3%	0%
O=C1CCCc2sccc2N1	-9%	1.3%	-9%	-12%	-3%

High-throughput results (PubChem)
